Calpain2 inh: blocks pig calpain II enzyme activity. 220,000 compounds, 0.37% hits. purified calpain II, fluorogenic peptide substrate, 30 min. inhibition, % at 16 µM. AID 1236;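 active = inhibition above about 50%, limit read from the data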
p97 inhibitor: inhibitors of human p97 ATPase; inhibition, % at 8 µM; 220,000 compounds, 0.42% hits; recombinant p97 ATPase, Kinase-Glo ATP luminescence, 3 h; P55072; in the data active = inhibition above about 15%;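 note: 0% = DMSO vehicle and 100% = wells lacking enzyme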
Runt-SMMHC FRET: Runt domain-CBFb-SMMHC interaction inhibition; inhibition, % at 20 µM; Cerulean-Runt/Venus-CBFb-SMMHC FRET ratio 530/480, 1 h; AID 1434; 220,000 compounds, 0.74% hits; Q01196+Q13951;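 active = mean inhibition across duplicate retests at 20 µM reaching about 50%, limit read from the data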;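 note: 0% = DMSO wells and 100% = wells with excess untagged CBFb-SMMHC; inhibitors lower the FRET ratio by blocking Runt binding to CBFb-SMMHC; some results filed as inactive read as strong as hits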
NCF1 inh: p47phox (human) inhibition; AID 1274; P14598; inhibition, % at 24.7 µM; 220,000 compounds, 0.53% hits; p47phox/p22phox peptide binding, fluorescence polarization, 2 h;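 active = inhibition above about 30%, limit read from the data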;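 note: 0% = p47phox with labelled peptide and 100% = labelled peptide alone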
TbHK1 inh: T. brucei hexokinase 1 inhibition; recombinant TbHK1, G6PDH-coupled NADH A340; 220,000 compounds, 0.11% hits; inhibition, % at 10 µM; AID 1430;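 active = inhibition of 50% or more in the single-dose primary screen; inactive = inhibition below 50%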
Furin inhibitor: human furin inhibition; P09958; purified furin, fluorogenic substrate cleavage; inhibition, % at 30 µM; 220,000 compounds, 0.061% hits; AID 463115; in the data active = inhibition above about 25%; note: inactives centre near -15
Target sequence (P09958 108-714 limits assumed): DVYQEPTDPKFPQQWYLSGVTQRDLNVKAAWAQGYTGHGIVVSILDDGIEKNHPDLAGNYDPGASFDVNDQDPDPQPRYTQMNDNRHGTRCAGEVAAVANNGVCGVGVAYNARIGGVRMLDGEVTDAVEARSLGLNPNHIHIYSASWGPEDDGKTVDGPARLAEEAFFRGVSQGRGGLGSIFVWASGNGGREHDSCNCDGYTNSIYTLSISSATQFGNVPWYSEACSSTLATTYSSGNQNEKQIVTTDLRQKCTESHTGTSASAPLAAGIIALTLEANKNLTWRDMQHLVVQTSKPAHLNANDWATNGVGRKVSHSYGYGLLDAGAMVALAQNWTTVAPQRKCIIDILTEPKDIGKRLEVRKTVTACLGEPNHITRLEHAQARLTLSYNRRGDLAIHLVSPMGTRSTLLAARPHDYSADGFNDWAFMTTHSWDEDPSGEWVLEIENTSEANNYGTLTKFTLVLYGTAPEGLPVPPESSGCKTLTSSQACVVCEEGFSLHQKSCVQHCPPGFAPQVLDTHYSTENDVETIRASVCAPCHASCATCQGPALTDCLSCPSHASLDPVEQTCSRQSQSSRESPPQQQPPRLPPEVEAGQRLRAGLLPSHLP
EBV gp42 block: EBV gp42 inhibition; Q1HVG2; 220,000 compounds, 0.42% hits; Fluorescence polarization binding assay, mP read-out; inhibition, % (tested at 21.74 µM); in the data active = inhibition above about 50%
Target sequence (Q1HVG2 whole entry, looked up): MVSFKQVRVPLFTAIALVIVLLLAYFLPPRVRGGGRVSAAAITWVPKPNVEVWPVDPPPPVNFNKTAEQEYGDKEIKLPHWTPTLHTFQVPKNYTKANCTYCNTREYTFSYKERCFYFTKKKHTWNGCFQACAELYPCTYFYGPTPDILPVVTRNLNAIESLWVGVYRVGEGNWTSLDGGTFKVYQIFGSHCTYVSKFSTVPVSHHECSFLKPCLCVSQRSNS
RBBP9 inhibitor: inhibitors of human serine hydrolase RBBP9 | O75884 | recombinant RBBP9, FP-Rh probe fluorescence polarization | inhibition, % at 7.94 µM | 220,000 compounds, 0.2% hits;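 active = inhibition above the campaign mean of all tested compounds plus 3 SD, cut at about 14% in these data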;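 note: plate controls were DMSO wells with RBBP9 for no effect and wells lacking RBBP9 protein for full effect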
Target sequence (O75884 whole entry, looked up): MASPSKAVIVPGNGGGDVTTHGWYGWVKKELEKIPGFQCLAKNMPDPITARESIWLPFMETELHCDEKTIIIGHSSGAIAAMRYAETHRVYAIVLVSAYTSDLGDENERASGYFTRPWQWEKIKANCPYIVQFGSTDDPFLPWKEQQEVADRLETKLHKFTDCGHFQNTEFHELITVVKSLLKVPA
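Test system: recombinant human RBBP9. Quantity: 2.5 µM RBBP9 dispensing solution, before mixing. Detection: FP readout at 525/598 nm. Reagent: Serine-hydrolase probe FP-Rh, 375 nM pre-mixing. Measure: % inhibition. Control set: DMSO-treated enzyme wells and wells lacking RBBP9. Buffer or medium: Tris-NaCl-Pluronic buffer, pH 8.0. Times: preincubation 30 min plus labeling 45 min at 25 °C.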
Runt-CBFb FRET: Runt domain-CBFb interaction inhibition; Q01196+Q13951; Cerulean-Runt/Venus-CBFb FRET ratio 530/480, 1 h; 220,000 compounds, 0.46% hits; inhibition, % at 20 µM;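 active = inhibition over about 50% at 20 µM in the single-dose screen, limit read from the data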;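 note: 0% = DMSO wells and 100% = excess unlabeled CBFb competitor control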
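test system = Cerulean-tagged RUNX1 Runt domain (FRET donor) fusion protein | reagent = Venus-CBFb binding partner, 100 nM | incubation = protein complex preformed 1 h, compound exposure 1 h, room temperature, dark | detection = FRET fluorescence | read-out basis = loss of energy transfer signal | controls = 5 µM unlabeled CBFb as full-inhibition high control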
* marks the source's active call; other numbers are inactive results; . = no result given; [ ] = dose if it differs, or a comment.

SMILES | Calpain2 inh | p97 inhibitor | Runt-SMMHC FRET | NCF1 inh | TbHK1 inh | Furin inhibitor | EBV gp42 block | RBBP9 inhibitor | Runt-CBFb FRET
COC(=O)C1C(=O)NC(SC)=C(C#N)C1c1ccccc1 (stereo not given) | -15 | 3 | -4 | -8 | -10 | -17 | 0 | -7 | 5
CC(C)(C)NC(=O)COC(=O)c1ccc(O)cc1 | 2 | 1 | 0 | -4 | -3 | 22[20 µM] | -26 | 4 | 1
CC1CCCN(c2ccc(C(=O)NCC3CCCO3)cn2)C1 (stereo not given) | -20 | -7 | 2 | -5 | 1 | -7 | -4 | -11 | 2
CCCN1CCN(C(=O)c2cc3c(s2)-c2ccccc2S(=O)(=O)C3)CC1 | -46 | 0 | -2 | -14 | -27 | -19 | 3 | -8 | -1
CCn1nnc(NC(=O)COc2cc(C)ccc2C(C)C)n1 | -12 | -4 | 0 | -6 | -4 | -26[20 µM] | -20 | -9 | 1
N#CC1=C(N)N=C(SCc2ccccc2)C(C(N)=O)C12CCCCC2 (stereo not given) | 1 | -2 | -7 | -12 | -6 | -6[20 µM] | -18 | -7 | -2
Cc1ccc(N=c2oc3cc(O)ccc3cc2C(N)=O)cc1 | -206 | -1 | 46 | -3 | -5 | -56 | -25 | 0 | 10
COc1ccc(-c2cn3cc(Cl)ccc3n2)cc1OC | -422 | 3 | 0 | -8 | -20 | -190 | -7 | -4 | -2
CCOC(=O)c1cccc(Nc2ncnc3ccccc23)c1 | 0 | 7 | 0 | -13 | -20 | -18[20 µM] | 6 | 1 | -2
COc1ccc(C(=O)n2nc(C)cc2C)cc1Br | 5 | 4 | -1 | -17 | 1 | -21[20 µM] | -18 | -1 | 1
C/C(=N\NC(=S)Nc1c(C)cccc1C)c1ccc(O)cc1 | 0 | 7 | -2 | -9 | -28 | -9 | -3 | -1 | 7
COc1ccc(NC(=O)CN2CCCC(C)C2)c([N+](=O)[O-])c1 (stereo not given) | -18 | -8 | -5 | -7 | -4 | -4[20 µM] | 0 | -2 | -4
COc1ccc(NC(=O)N2CCC(C(=O)c3ccc(F)cc3)CC2)cc1 | -3 | 0 | 1 | -4 | 2 | -6[20 µM] | 5 | -4 | .
CCCCSc1nnc(CSc2ncccn2)n1C | -25 | 6 | 3 | -7 | -2 | -34 | -35 | -8 | 0
Cc1ccc(S(=O)(=O)NCCc2nnc3ccc(SCC(=O)Nc4nc5ccccc5s4)nn23)cc1 | 13 | -3 | 4 | -5 | 3 | -1 | 5 | -9 | -7
COc1ccc(OC)c(NC(=O)CCCN2C(=S)NC(C)(C)CC2C)c1 (stereo not given) | -3 | 6 | -1 | 5 | 26 | -15 | -22 | -4 | 0
Cc1ccccc1NC(=O)C1c2cccc[n+]2CC(=O)N1Cc1ccc2c(c1)OCO2 (stereo not given) | -24 | 1 | 6 | -6 | -1 | -34 | -47 | -1 | 1
Cc1ccc(CNCc2cccnc2)s1 | -14 | 2 | -2 | -5 | 2 | -16 | -15 | -6 | -1
O=c1cc(C(F)(F)F)[nH]c2c(OC(F)(F)F)cccc12 | -14 | 6 | 1 | -1 | -24 | -6 | -15 | -6 | 0
Cc1cc(C)n(CCC(=O)N=Nc2c(O)[nH]c3ccc(Br)cc23)n1 | -10 | 1 | 6 | -14 | -19 | -14 | -4 | -5 | -1
CC1CCN(CCOCCOc2ccc(Cl)cc2Br)CC1 | -25 | 3 | -4 | 1 | 9 | -17 | -3 | -4 | 1
COc1ccc(CC(=O)NNC(=S)Nc2ccc(Br)cc2)cc1 | 16 | 1 | 3 | 3 | 44 | -16[20 µM] | -6 | 1 | 7
O=C(CC1S/C(=N/N=C/c2cccnc2)NC1=O)Nc1ccccc1 (stereo not given) | -32 | 9 | -1 | -41 | -17 | -18 | -40 | -1 | -1
CCCCN=C1NN=C(c2ccc3c(c2)OCCO3)CS1 | -7 | 6 | 7 | -8 | -5 | -26 | -18 | 0 | 12
CCc1nc2c(cnn2-c2ccc(F)cc2)c(=O)n1-c1ccc(N2CCC(C)CC2)cc1 | 4 | -2 | 3 | -43 | 0 | -10 | 8 | -11 | -1
COCCOC(=O)/C(C#N)=C/c1cn(Cc2ccccc2)nc1-c1cccnc1 | -1 | 1 | 2 | -10 | -16 | -18 | -15 | -1 | -3
O=C1c2ccccc2CC1(Cc1ccccc1)Cc1ccccc1 | 27 | -8 | 3 | -11 | 9 | -9[20 µM] | -3 | -10 | -1
CC1(C)CC(C(=O)Nc2nccs2)CCO1 (stereo not given) | 16 | 0 | 0 | -2 | -2 | -16[20 µM] | -1 | -4 | -2
Cc1ccnc(SCc2cc(=O)c(OC(=O)c3ccc(S(=O)(=O)N(C)C)cc3)co2)n1 | 24 | -1 | -3 | -22 | -4 | -11 | 25 | -6 | -1
CCN1C(=O)c2ccccc2S(=O)c2ccc(C(=O)N3CCOCC3)cc21 (stereo not given) | 0 | 3 | 2 | -3 | -3 | -12 | -1 | -5 | 3

One compound at a time, from the list above. Order of values: Calpain2 inh	p97 inhibitor	Runt-SMMHC FRET	NCF1 inh	TbHK1 inh	Furin inhibitor	EBV gp42 block	RBBP9 inhibitor	Runt-CBFb FRET
Entry for CCc1nc2c(cnn2-c2ccc(F)cc2)c(=O)n1-c1ccc(N2CCC(C)CC2)cc1 : 4	-2	3	-43	0	-10	8	-11	-1
Entry for O=C1c2ccccc2CC1(Cc1ccccc1)Cc1ccccc1 : 27	-8	3	-11	9	-9[20 µM]	-3	-10	-1
Entry for O=C(CC1S/C(=N/N=C/c2cccnc2)NC1=O)Nc1ccccc1 (stereo not given) : -32	9	-1	-41	-17	-18	-40	-1	-1
Entry for COCCOC(=O)/C(C#N)=C/c1cn(Cc2ccccc2)nc1-c1cccnc1 : -1	1	2	-10	-16	-18	-15	-1	-3

Other entries follow:
SMILES | Calpain2 inh | p97 inhibitor | Runt-SMMHC FRET | NCF1 inh | TbHK1 inh | Furin inhibitor | EBV gp42 block | RBBP9 inhibitor | Runt-CBFb FRET
COC(=O)CN1C(=S)N(c2ccc(Cl)cc2)C(=O)C1CC(=O)Nc1ccc(Cl)cc1 (stereo not given) | 32 | -2 | -1 | -5 | -5 | -14[20 µM] | 14 | -18 | .
Cc1ccc(NC(=O)N2CCC(C(N)=O)CC2)cc1 | -8 | -2 | -1 | -7 | 3 | -25[20 µM] | -21 | 0 | 0
O=C1NC(=Nc2ccc(Cl)cc2)SC1Cc1cc(Cl)ccc1Cl (stereo not given) | 31 | -2 | -3 | -9 | -4 | -11 | 7 | -3 | -1
CCCn1c(=O)c2ccccc2n2c(SCC(=O)c3ccccc3)nnc12 | 10 | 0 | -3 | -1 | -11 | -25 | 5 | 2 | 4
COc1ccc(NC(=O)Nc2nc3c(s2)CCCC3)cc1 | 7 | -1 | 0 | -13 | 6 | -18 | 7 | -3 | 0
Nc1nc(SCC(=O)Nc2cccnc2Cl)n[nH]1 | 17 | 3 | 1 | -2 | -6 | -25 | -10 | 1 | 0
CCN(CC)C(=O)CSc1nc2ncc(Cl)cc2[nH]1 | 2 | 0 | 1 | -4 | 2 | -15 | -15 | -7 | 0
CCN1CCN(CCCN(Cc2cccs2)C(=S)Nc2ccccc2C)CC1 | -3 | 2 | 0 | -3 | -5 | -23 | -4 | -3 | 1
CC(C)(C)c1ccc(-c2nc3n(c(=O)c2C#N)CCS3)cc1 | 12 | 0 | 0 | 0 | -15 | -10 | -3 | -1 | .
COc1ccc(CCNC(=O)C2CCN(Cc3nc(-c4cccc(Cl)c4)oc3C)CC2)cc1OC | -10 | 1 | 0 | -13 | -12 | -12 | -7 | 2 | -1
CCN(CC)C(=O)Cn1cc(S(=O)(=O)CC(=O)NCCc2ccc(OC)c(OC)c2)c2ccccc21 | -18 | 2 | -1 | 0 | -2 | -23 | -10 | -5 | 0
CC(C)(C)c1ccc(C(=O)NCC(=O)OCC(=O)Nc2ccccc2[N+](=O)[O-])cc1 | 26 | -4 | 1 | -3 | 3 | 7 | 10 | -4 | -4
Cc1ccc(NC(=O)CCn2cccc2)cc1 | -7 | 1 | -1 | -18 | 0 | -11[20 µM] | -16 | -8 | 2
CN1CCCN(c2ccc([N+](=O)[O-])cc2)CC1 | -21 | 3 | -4 | -4 | -14 | 2 | -26 | 0 | -4
CC(=O)/C(C#N)=C1\NC(=O)C(Cc2ccccc2)S1 (stereo not given) | 25 | 10 | 0 | 3 | -43 | 3 | -24 | -1 | .
O=C(/C=C/c1ccc(Br)cc1)c1ccc(NC(=O)c2ccco2)cc1 | -58 | -1 | -3 | -1 | 8 | 2 | -8 | -16 | 1
Cc1oc(-c2ccccc2Cl)nc1CSCC(=O)O | -11 | 1 | -2 | -12 | -6 | -22 | -9 | -10 | 3
CC(=O)N1CCN(C2c3cccc4cccc(c34)C2NS(=O)(=O)c2ccccc2)CC1 (stereo not given) | -25 | 1 | 4 | -17 | -6 | -8[20 µM] | -15 | 9 | 0
CC(=O)c1cc2c(cc1NC(=O)c1cc(C)nn1-c1ccccc1)OCO2 | -117 | 5 | 15 | -7 | -4 | -23 | 2 | -5 | 2
Cn1c(=O)c2c(ncn2CC(=O)Nc2ccccc2N2CCOCC2)n(C)c1=O | -23 | 0 | 0 | -5 | -7 | -10[20 µM] | -11 | -8 | 0
COc1cc(/C=N/NC(=O)c2cc(-c3cccn3C)n[nH]2)cc(OC)c1OC | 19 | -1 | 1 | -6 | -25 | -9[20 µM] | -14 | -11 | 1
CCCCC/C(=N\NC(=O)Nc1ccccc1)c1ccccc1 | 10 | -1 | 4 | 2 | -7 | -20 | -30 | -7 | -1
COCc1nc(-c2ccc(-c3ccccc3)nc2OC)no1 | 11 | -1 | -16 | -13 | -8 | -10[20 µM] | -26 | -8 | -4
O=C(O)c1cccc(S(=O)(=O)Nc2cccc(S(=O)(=O)N3CCCCCC3)c2)c1 | -46 | 4 | -1 | -4 | -9 | -20 | -4 | -6 | -1
Cc1cc(C)n(CCC(=O)Nc2cccc(F)c2)n1 | -20 | -1 | -2 | 4 | 1 | -9 | 1 | -5 | 1
Cc1c(C)n(C)c2ccc(C(=O)Nc3cccc4ccccc34)cc12 | -97 | 1 | 2 | -17 | -1 | -9[20 µM] | -7 | -2 | 2
C=CCn1c(SCc2c(C)noc2C)nc2sc3c(c2c1=O)CCC(C)C3 (stereo not given) | 8 | 3 | -3 | -9 | -5 | -24[20 µM] | -3 | 0 | 0
Cc1c(CN(C)C(=O)c2nn(C)cc2[N+](=O)[O-])cnn1C | -8 | 1 | -2 | 1 | -8 | -4 | -4 | -6 | -1
COc1cccc(C(=O)Cn2c(N3CCOCC3)nc3c2c(=O)n(C)c(=O)n3C)c1 | 36 | 0 | 0 | 0 | -2 | -19 | 7 | -9 | -1
Cn1c(C(=O)N2CCN(c3nc4ccccc4s3)CC2)cc2sccc21 | -39 | -3 | 0 | -7 | 1 | -11 | -4 | -10 | 1
CCCS(=O)(=O)N1CCCC(C(=O)NCCN2CCC(Cc3ccccc3)CC2)C1 (stereo not given) | -12 | -2 | 1 | -12 | 9 | -10 | -26 | -3 | 1
CC(/C=C1\SC(=S)N(NC(=O)c2ccc(O)cc2)C1=O)=C\c1ccccc1 | -29 | 6 | 1 | -22 | -12 | -12 | 3 | -6 | 7
Cc1oc2ccc(O)c(CN(C)C)c2c1C(=O)c1ccccc1 | 14 | 3 | . | 2 | 7 | -15 | -8 | -3 | .
